Source: PubChem
NCI-60 one-dose screen, 48 h, at 10 µM unless noted. Numbers give growth in % (100 = growth as untreated, 0 = no growth, -100 = all killed).
RPMI-8226 – RPMI-8226 leukemia cells; hit rate 7.5% among 77,000; AID 1794781
M14 – M14 melanoma; hit rate 6.2% among 80,000
CCRF-CEM – CCRF-CEM leukemia | hit rate 7% among 77,000
HOP-92 – HOP-92 NSCLC cells. hit rate 6.3% among 71,000. AID 1794738
A549/ATCC – A549/ATCC NSCLC; hit rate 3.7% among 81,000
HOP-62 – HOP-62 NSCLC; AID 1794735; hit rate 3.9% among 80,000
MOLT-4 – MOLT-4 leukemia cells; hit rate 6.9% among 80,000; AID 1794779
EKVX – EKVX NSCLC; hit rate 3% among 71,000; AID 1794765
* marks the source's active call; other numbers are inactive results; · = no result given; & = joins results of further samples; [ ] = another dose, or the depositor's remark. Rule for the calls: active = growth percent below 10; inactive = the rest. Random draw from the library. About 13% of those tested had a hit in this group.

No.	smiles	RPMI-8226	M14	CCRF-CEM	HOP-92	A549/ATCC	HOP-62	MOLT-4	EKVX
1	C#CCOc1ccc(C(Nc2ccccc2F)c2nnnn2C2CCCCC2)cc1 (centres undefined)	92	105	96	85	80	94	·	88
2	CCNC(=O)Nc1ccc2c(ccn2C(=O)c2cccc(F)c2)c1	98	94	54	95	90	96	94	88
3	CCc1ccc(OCc2cn(CC(=O)Nc3nc4ccccc4s3)nn2)cc1	98	98	·	106	100	100	101	99
4	O=C1CC(c2ccccc2)c2ccc(O)cc2O1 (centres undefined)	103	96	106	78	90	95	125	101
5	CCCCOc1ccc(/C=N/Nc2cc(C)nc3ccc(Cl)cc23)cc1	-32*	-25*	-5.7*	69	10	27	-37*	60
6	O=C(CSc1nnc(-c2c[nH]c3ccccc23)n1-c1ccccc1)c1ccccc1	81	74	91	47	86	23	91	68
7	Cc1cn(-c2cc(C(=O)Nc3cccc(C#Cc4cccc5[nH]nc(N)c45)c3)cc(C(F)(F)F)c2)cn1	20	11	47	26	63	45	37	68
8	COc1ccc(C2C=C(C)N=C3SC=CN32)cc1OC (centres undefined)	103	107	99	96	98	108	95	·
9	COC(=O)CCc1c[nH]c2ccc([N+](=O)[O-])cc12	90	103	87	79	111	125	104	105
10	CC(=O)C(=Cc1cccc([N+](=O)[O-])c1)C(C)=O	99	90	93	94	99	88	68	95

Reprinted from the part before: 4 compounds, then new ones.
No.	smiles	RPMI-8226	M14	CCRF-CEM	HOP-92	A549/ATCC	HOP-62	MOLT-4	EKVX
7	Cc1cn(-c2cc(C(=O)Nc3cccc(C#Cc4cccc5[nH]nc(N)c45)c3)cc(C(F)(F)F)c2)cn1	20	11	47	26	63	45	37	68
8	COc1ccc(C2C=C(C)N=C3SC=CN32)cc1OC (centres undefined)	103	107	99	96	98	108	95	·
9	COC(=O)CCc1c[nH]c2ccc([N+](=O)[O-])cc12	90	103	87	79	111	125	104	105
10	CC(=O)C(=Cc1cccc([N+](=O)[O-])c1)C(C)=O	99	90	93	94	99	88	68	95
11	CCN(CC)CCNc1ccc(N=Nc2cnc3ccccc3c2)c2ccccc12	·	-67*	-78*	-82*	-98*	-85*	-50*	-2.3*
12	Cc1ccc[n+](CCc2ccccc2)c1	97	102	95	101	85	96	93	107
13	Cn1cc(-c2csc(-c3c[nH]c4ccc(Cl)cc34)n2)c2cccnc21	76	90	74	77	92	90	77	88
14	Cc1ccc(Cc2cnc(NC(=O)c3ccc(/C=C4\SC(=S)N(C)C4=O)cc3)s2)cc1	31	21	32	48	43	46	24	60
15	COc1cc(C(=O)/C=C/c2sc(Cl)nc2Cl)cc(OC)c1OC	-38*	42	11	51	91	85	23	56
16	CCN1CCN(C(=O)CC[C@@H](C)[C@H]2CC[C@H]3[C@@H]4CC[C@@H]5C(C)(C)NCCC[C@]5(C)[C@H]4CC[C@]23C)CC1	72	93	92	79	96	101	79	90
17	Cc1ccc(/C=N/NC(=O)CSc2nc3ccccc3c(=O)n2CCc2ccc(S(N)(=O)=O)cc2)cc1	72	99	84	·	108	101	74	104
18	O=C(Nc1ccc(Br)cc1)c1ccccc1Cl	101	100	104	104	97	116	101	91
19	Cc1c(C(N)=O)cc([N+](=O)[O-])cc1[N+](=O)[O-]	·	100	·	·	105	99	125	99
20	CCC1NC(=O)c2cc(S(N)(=O)=O)c(Cl)cc2N1 (centres undefined)	109	110	98	91	104	·	113	109
21	C=C(C)[C@@H]1CC[C@]2(COC3CCCCO3)CC[C@]3(C)[C@H](CC[C@@H]4[C@@]5(C)CC[C@H](OC(=O)c6cccc(OC(C)=O)c6OC(C)=O)C(C)(C)[C@@H]5CC[C@]43C)[C@@H]12 (some centres undefined)	107	104	91	90	79	100	95	106
22	COc1ccc2c(c1OC)C(=O)O[C@@H]2[C@H]1c2c(c(C=O)c3c(c2OC)OCO3)CCN1C	104	105	104	98	94	96	100	104
23	O=C1CC2CC1CCC2=O (centres undefined)	99	97	96	·	99	128	106	·
24	Cc1cc(-c2ccc3nc(N)sc3c2)nc2ccc3[nH]ncc3c12	40	20	27	36	45	32	33	·
25	N#CCCSC(=N)N	97	104	·	100	101	107	91	·
26	CCCCCC(C)OC(=O)c1ccccc1 (centres undefined)	100	102	101	70	97	99	121	101
27	COc1cc(NCCCCCCCNC(C)C)c2nccc(C)c2c1	93&81	68&83	93	76&39	91&95	72&74	80	51&83
28	C=C(C)[C@@H]1CC=C2c3sc(-c4cccc(O)c4)nc3C[C@@H](C)[C@]2(C)C1	·	105	89	94	106	107	90	114
29	CC(=O)Nc1ccc(/C=N/NC(=O)C(=O)N/N=C/c2ccc(NC(C)=O)cc2)cc1	111	111	111	82	101	·	113	101
30	O=I(=O)c1ccccc1	97	116	·	91	97	110	93	·
31	CCN(CC)CCOC(=O)Nc1cccc(Cl)c1	93	101	95	82	113	104	101	110
32	CN1CCN(CCCNc2nccc(-c3c(-c4ccc(F)c(O)c4)nc4sccn34)n2)S1(=O)=O	87	20	76	71	103	104	83	106
33	CC(C)(C)c1ccc2c(c1)CN(Cc1ccc(Cl)cc1)CO2	83	105	86	76	94	106	96	·
34	C[C@]12CC[C@@H]3c4cc(-c5ccc(F)cc5)c(O)cc4CC[C@H]3[C@@H]1CC[C@@H]2O	36	84	40	83	66	60	50	61
35	COc1cc(C)cc(-c2[nH]ncc2-c2cc(NCCN3CCOCC3)nc(-c3cccnc3)n2)c1	105	105	105	74	105	99	111	101
36	C=CC[n+]1c(C)ccc2ccccc21	100	89	100	84	89	83	97	93
37	N#Cc1ccc(Oc2ccc3ccc(=O)oc3c2)cc1	81	92	101	67	109	102	100	110
38	COc1ccc2nc(SCC(=O)Nc3ccc(F)cc3)[nH]c2c1	79	82	88	81	71	75	65	61
39	Cc1cc(=O)oc2cc(OCCCCOc3ccc(/C=C/C(=O)Nc4ccc(Cl)cc4)cc3)ccc12	77	101	88	93	99	101	100	94
40	Cc1ccccc1CNc1c2ccccc2nc2ccccc12	-8.9*	13	18	-1.0*	20	28	8.8*	38

Whole records, looked up by structure. Values in the order: RPMI-8226 | M14 | CCRF-CEM | HOP-92 | A549/ATCC | HOP-62 | MOLT-4 | EKVX
Shown for Cc1cc(=O)oc2cc(OCCCCOc3ccc(/C=C/C(=O)Nc4ccc(Cl)cc4)cc3)ccc12 : 77 | 101 | 88 | 93 | 99 | 101 | 100 | 94
Shown for Cc1ccccc1CNc1c2ccccc2nc2ccccc12 : -8.9* | 13 | 18 | -1.0* | 20 | 28 | 8.8* | 38

Next part:
No.	smiles	RPMI-8226	M14	CCRF-CEM	HOP-92	A549/ATCC	HOP-62	MOLT-4	EKVX
41	COc1ccc(Cn2cc3c(c2-c2ccc(O)cc2)CCc2cnoc2-3)cc1	27	10.0*	14	93	32	·	24	28
42	O=C(Nc1ccc2c(c1)C(=O)c1ccccc1C2=O)C(=O)Nc1ccc2c(c1)C(=O)c1ccccc1C2=O	95	116	87	97	·	107	90	87
43	CS(=O)(=O)Nc1cccc(NS(C)(=O)=O)c1	106	104	104	105	83	99	·	98
44	CCCCCCCCCCCCCCCCCC(=O)NCc1cc(OC)c(OC)c(OC)c1	92	105	97	124	104	99	95	96
45	CC1(C)CC(=O)C2=C(C1)N(c1ccc(F)cc1F)C(N)=C(C#N)C2c1ccc(F)cc1 (centres undefined)	·	·	102	106	93	104	97	101
46	CCCCCCn1c(O)c(N=Nc2nc(-c3cc4ccccc4oc3=O)cs2)c2cc(Br)ccc21	119	107	106	·	100	114	114	104
47	Cc1ccc(Nc2nc(N)nc(CSCC(=O)N3CCCCC3)n2)cc1	101	108	65	92	104	109	100	97
48	C=C(C)[C@@H]1CC[C@]2(C(=O)N3CCN(C)CC3)CC[C@]3(C)[C@H](CC[C@@H]4[C@@]5(C)Cc6c([nH]c7ccccc67)C(C)(C)[C@@H]5CC[C@]43C)[C@@H]12	72	88	67	91	77	102	65	82
49	O=C(O)CNC(CO)(CO)CO	98	107	94	97	98	103	93	104
50	CCCC(C)(O)C(C)CC (centres undefined)	101	102	76	·	109	93	91	110

3 compounds from above, reduced to M14 and MOLT-4:
| item | canonical_smiles | M14 | MOLT-4 |
| --- | --- | --- | --- |
| 44 | CCCCCCCCCCCCCCCCCC(=O)NCc1cc(OC)c(OC)c(OC)c1 | 105 | 95 |
| 45 | CC1(C)CC(=O)C2=C(C1)N(c1ccc(F)cc1F)C(N)=C(C#N)C2c1ccc(F)cc1 (centres undefined) | · | 97 |
| 46 | CCCCCCn1c(O)c(N=Nc2nc(-c3cc4ccccc4oc3=O)cs2)c2cc(Br)ccc21 | 107 | 114 |

Following part.
No.	smiles	RPMI-8226	M14	CCRF-CEM	HOP-92	A549/ATCC	HOP-62	MOLT-4	EKVX
51	CC[N+](CC)=c1cc2oc3cc(N(C)C)ccc3nc-2cc1C	45	18	28	64	37	18	22	3.4*
52	CC1(C)CC[C@]2(c3nnc(-c4ccncc4)o3)CC[C@]3(C)C(=CC[C@@H]4[C@@]5(C)CCC(=O)C(C)(C)[C@@H]5CC[C@]43C)[C@@H]2C1	62	84	75	92	74	88	52	76
53	CC#Cc1nc(Nc2cc(C)[nH]n2)c2ccccc2n1	-21*[100 µM]	-27*[100 µM]	·	·	1.4*[100 µM]	-23*[100 µM]	-43*[100 µM]	·
54	c1ccc2c(c1)cnc1ccccc12	·	100	98	100	94	102	·	115
55	CN(C)c1ccc(C2=NN(c3ccc(S(N)(=O)=O)cc3)C(c3ccc(Cl)cc3)C2)cc1 (centres undefined)	39	66	56	·	44	87	45	41
56	CS(=O)(=O)c1ccc(-n2nc(C(=O)N3CCC(Cc4ccccc4)CC3)cc2-c2ccc(Cl)cc2)cc1	62	93	90	85	82	99	69	65
57	N#CC1=C(N2CCOCC2)NC2c3ccccc3Sc3ccccc3N2C1=N (centres undefined)	106	99	83	85	103	78	120	93
58	COC(=O)[C@@]12CC[C@@H](C)[C@]3(C[C@@H](c4ccoc4)OC3=O)[C@H]1CC[C@@H]1O[C@@]12C	110	100	107	92	103	94	110	95
59	O=C(Nc1cc(S(=O)(=O)O)cc2cc(S(=O)(=O)O)cc(O)c12)c1ccccc1	109	102	99	96	98	118	116	105
60	COc1ccc(C(C)=C(c2ccc(OCCN3CCCCC3)cc2)c2ccc(OCCN3CCCCC3)cc2)cc1	100	103	89	80	101	102	92	92
61	O=S(=O)(NCCCNc1nccc(-c2c(-c3ccc(O)cc3)nc3sccn23)n1)c1ccc(F)cc1	-13*	-26*	8.1*	12	16	10	2.0*	·
62	Cc1n[nH]c(C)c1N=Nc1ccc(N=Nc2c(C)n[nH]c2C)cc1	·	114	99	103	98	103	98	98
63	c1cc(SSc2ccncc2)ccn1	97	93	90	80	94	97	95	102
64	O=S(=O)(NCCNc1nccc(-c2c(-c3ccc(F)cc3)nc3sccn23)n1)c1ccccc1	48	49	33	40	34	93	35	·
65	O=C(CCBr)N1CCN(C(=O)CCBr)CC1	99	101	94	·	80	94	77	104
66	Ic1ccc(-c2ccccc2)cc1	102	107	100	97	98	98	98	99
67	CC1OC(O[C@@H]2[C@H](O)C(CO)OC(O[C@H]3COC(O[C@H]4CC[C@]5(C)[C@H]6CC[C@]78OC[C@@]9(CC[C@](C)(C=O)C[C@H]97)C(=O)C[C@@]8(C)[C@]6(C)CC[C@H]5C4(C)C)[C@@H](O)[C@@H]3O)[C@H]2OC2OC[C@@H](O)[C@@H](O)[C@@H]2O)[C@@H](O)[C@@H](O)[C@H]1O (some centres undefined)	101	97	80	80	91	75	64	89
68	COc1ccc2[nH]cc(CCNC(=O)CN3C(=O)/C(=C/c4cccs4)SC3=S)c2c1	104	110	89	104	105	118	96	103
69	CCN1CCN(CCCNc2nccc(-c3cn(-c4ccccc4)nc3-c3ccc(Cl)c(O)c3)n2)S1(=O)=O	·	98	·	·	86	·	88	87
70	Nc1ccc(-c2ccc(N)c(S(=O)(=O)O)c2)cc1S(=O)(=O)O	110	104	127	74	117	101	131	119
71	CCn1c2ccc(/C=N/OCCCN(C)C)cc2c2cc(/C=N/OCCCN(C)C)ccc21	-16*	-84*	9.4*	31	-68*	62	0.7*	49
72	CC(C)(C)C1=NN(c2ccccc2)C(=O)C1	·	101	·	·	99	97	87	·
